XIAP antagonists – XIAP antagonists, biochemical, IAP family, fluorescence polarization (AID 1018) | 200,000 compounds, 0.007% hits | E3 ubiquitin-protein ligase XIAP (Homo sapiens) | displacement, % at 20 µM; hits with a dose series show IC50 in µM | XIAP BIR domain, fluorescence polarization peptide displacement; higher % means a stronger effect; in the data active = displacement above about 50%; note: a part of the inactive calls stands beside numbers as strong as those of hits
TNAP activation fold – human TNAP enzyme activators, primary screen, biochemical, luminescent, no phosphate acceptor, uHTS (AID 1001); activation fold at 20 µM; hits with a dose series show EC50 in µM; 200,000 compounds, 0.03% hits; purified TNAP, luminescent activation assay, no phosphate acceptor; higher activation fold means a stronger effect; Alkaline phosphatase, tissue-nonspecific isozyme (Homo sapiens); in the data active = activation fold from about 3, or a potency from the dose series; inactive = the rest, 99 in 100 with activation fold below about 1.6; note: many of its hits are not listed in these tables
PMI inhibition – human PMI inhibitors, high substrate, primary screen, biochemical, fluorescence intensity, high mannose 6-phosphate (AID 1220) | Mannose-6-phosphate isomerase (Homo sapiens) | recombinant PMI enzyme, coupled fluorescence intensity; higher % means a stronger effect | inhibition, % at 20 µM, or IC50 in µM where a hit was titrated | 190,000 compounds, 0.66% hits
RSV antiviral HEp-2 – RSV antiviral activity via CPE protection, HEp-2 cells, primary 10 µM value included (AID 2391); HEp-2 cells, RSV-induced CPE inhibition; higher % means a stronger effect; CPE inhibition, % at 10 µM, or IC50 in µM where a hit was titrated; 310,000 compounds, 0.13% hits; in the data active = a potency from the dose series; inconclusive = CPE inhibition mostly from about 23% at the one dose, without a potency; inactive = the rest, 99 in 100 with CPE inhibition below about 21%; note: strong numbers were not always called active
WT yeast gro inh – growth inhibition of WT strain, primary screen, mitochondrial fusion inhibitor project, WT and mutant strains, chemical genetic | mitochondrial fusion phenotypic screen | 190,000 compounds, 2.1% hits | inhibition, % at 10 µM; in the data active = inhibition above about 58%; tested in S. cerevisiae
human PMI inhibition – inhibitors of human PMI, primary screen, biochemical, fluorescence intensity, coupled assay (AID 1209) | inhibition, % at 20 µM; hits with a dose series show IC50 in µM | Mannose-6-phosphate isomerase (Homo sapiens) | purified PMI enzyme, coupled fluorescence intensity; higher % means a stronger effect | 190,000 compounds, 0.42% hits;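 note: plate controls were DMSO vehicle for no effect and wells lacking substrate for full effect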
Myeloid diff MLP – induction of myeloid progenitor differentiation, primary screen, cell-based, flow cytometry, MLPCN library | ER-HoxA9 myeloid progenitors, lysozyme-GFP differentiation | 360,000 compounds, 1% hits | calls only at 10 µM;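 active = normalized GFP-positive differentiation at or above the plate's own cutoff, the solvent-only control mean plus 3 SD; inconclusive = no clear call, values can overlap the other calls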;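 note: cells exposed to compound for four days before flow analysis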
Salmonella PhoP GFP – inhibitors of PhoP regulon expression, primary screen, Salmonella Typhimurium, GFP reporter (AID 1863); 300,000 compounds, 0.16% hits; one-dose inhibition, % at 50 µM; IC50 in µM for titrated hits; S. Typhimurium PhoP-regulated promoter GFP reporter, 4 h; higher % means a stronger effect;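 active = inhibition over 29.93%, a cutoff 3 SD above the screen mean, later confirmed by dose response; inconclusive = inhibition over 29.93% but no dose response follow-up; inactive = inhibition at most 29.93% or unconfirmed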;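 note: 0% = low Mg2+ inducing control and 100% = high Mg2+ repressing control; strong numbers were not always called active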
SIAH1 antagonists – Siah-1 peptide-binding antagonists, primary screen, biochemical, fluorescence polarization, rhodamine-plectin, uHTS (AID 1817). Siah-1 / rhodamine-plectin peptide fluorescence polarization; higher % means a stronger effect. displacement, % at 20 µM, or IC50 in µM where a hit was titrated. 290,000 compounds, 0.02% hits. E3 ubiquitin-protein ligase SIAH1 (Homo sapiens);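 active = displacement of at least 50% at 20 µM, with a fluorescence ratio check between 0.3 and a set limit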;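 note: plate controls were Siah plus tracer with DMSO for no effect and tracer alone without Siah for full effect; strong numbers were not always called active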
WT yeast gro inh mutant strain – second read-out of WT yeast gro inh, no call of its own (marks repeat the call); inhibition, %; mitochondrial fusion phenotypic screen, mutant strain inhibition
Myeloid diff MLP GFP+ MAC1+ % – also measured in Myeloid diff MLP; calls as there; GFP+ MAC1+ double positive, %; measured here: differentiation confirmed by MAC1 staining
* marks the source's active call; other numbers are inactive results; i = inactive; u = inconclusive; x = no result given. Cut-off read from the data, not from the text of the source, unless noted: active = inhibition above about 50%; inactive = the rest. An unsorted share of the library; any-hit rate near 3.1%.

Fields: XIAP antagonists	TNAP activation fold	PMI inhibition	RSV antiviral HEp-2	WT yeast gro inh	WT yeast gro inh mutant strain	human PMI inhibition	Myeloid diff MLP	Myeloid diff MLP GFP+ MAC1+ %	Salmonella PhoP GFP	SIAH1 antagonists
1) O=P(O)(c1ccc(Cl)cc1)c1ccc(Cl)cc1
 : -3.6%	1.1	-3%	0.7%	-6	-8	-12%	i	0.9	6%	3%
2) CCOC(=O)Nc1ccc2c(COC(=O)CNS(=O)(=O)c3ccc(NC(C)=O)cc3)cc(=O)oc2c1
 : -2.8%	1	1%	0.6%	-13	-10	3%	i	0.5	11%	3%
3) N/C(=N\OC(=O)CN1C(=O)c2ccccc2C1=O)c1ccc(Cl)cc1
 : -3.1%	1.1	0%	3.2%	2	11	1%	i	0.2	-1%	2%
4) COc1ccc(S(=O)(=O)N(C(=O)c2ccco2)c2cc3sc(=O)oc3c3ccccc23)cc1
 : -7.0%	1.1	-11%	-1.9%	0	1	-17%	i	0.8	14%	7%
5) O=C(CSc1nnc(-c2ccco2)n1CC1CCCO1)c1ccc(F)cc1 (stereo not given)
 : -4.4%	1.1	-5%	2.4%	16	9	-13%	i	4.4	21%	2%
6) O=C(O)/C=C/C(=O)NC1CCCCCCCCCCC1
 : x	x	x	0.9%	x	x	x	i	0.3	-10%	2%
7) COc1ccccc1NC(=O)c1ccc(NC(=O)Cc2n[nH]c(=O)c3ccccc23)cc1
 : x	x	x	-1.0%	x	x	x	i	0.2	4%	-1%
8) CCCn1c(SCC(=O)c2cc(C)c(C)cc2C)n[nH]c1=O
 : -5.1%	1.1	-25%	0.3%	9	-46	-11%	i	1.4	4%	2%
9) CN(C)c1ccc(NC(=S)c2ccc3ccccc3n2)cc1
 : x	x	x	1.1%	x	x	x	i	2.4	-1%	11%
10) Cc1ccc(C(=O)NCCc2nnc3ccc(N4CCCC4)nn23)cc1
 : x	x	x	0.6%	x	x	x	i	0.6	-4%	-7%
11) COc1ccc(-c2c[n+]3c(n2-c2ccccc2)SCC3)cc1
 : x	x	x	-0.2%	x	x	x	i	1.3	12%	4%
12) COc1cccc(NC(=O)COC(=O)c2ccccc2C(=O)N2CCN(c3ccccc3)CC2)c1
 : -8.6%	1	13%	0.1%	3	3	9%	i	0.2	-3%	0%
13) CC1c2[nH]c3ccccc3c2C[C@H]2C(=O)N(CCCO)CC(=O)N12 (stereo not given in full)
 : x	x	x	2.8%	x	x	x	i	0.3	5%	12%
14) CC(=O)NC(C)C(=O)OCC(=O)c1ccc(-c2ccccc2)cc1 (stereo not given)
 : -3.2%	1	5%	6.7%	5	-7	1%	i	0.9	-1%	-2%
15) CCOC(=O)c1[nH]c(C)c(C(=O)OCc2ccccc2F)c1C
 : x	x	x	-1.2%	x	x	x	u	x	7%	-4%
16) Cc1ccc(C)c(OCCCNCc2ccccc2)c1
 : x	x	x	-0.2%	x	x	x	i	0.6	-1%	2%
17) O=C(COc1ccc([N+](=O)[O-])cc1)Nc1ccccc1N1CCCC1
 : -3.9%	1.1	10%	0.4%	13	15	10%	i	0.2	3%	1%
18) COc1cc2nc(SCc3c(C)noc3C)n(CCC3=CCCCC3)c(=O)c2cc1OC
 : 0.3%	1.1	8%	1.9%	10	-2	6%	i	0.0	6%	-6%
19) COc1ccc(OC)c(S(=O)(=O)NCc2cc(-c3ccccc3)no2)c1
 : x	x	x	2.8%	x	x	x	i	4.2	-6%	-4%
20) CN1C(=O)/C(=C/c2cc3c(cc2Br)OCO3)NC1=S
 : -6.5%	0.9	18%	2.1%	5	-10	8%	i	0.1	8%	-2%
21) CCOC(=O)/C=C1\SCC(=O)N1Cc1nnc(-c2ccccc2Br)o1
 : -13%	1.1	0%	0.9%	5	40	6%	i	0.2	-3%	0%
22) CCn1c(SCC(=O)N=Nc2c(O)[nH]c3ccccc23)nnc1-c1ccc(C(C)(C)C)cc1
 : -0.5%	1	-10%	1.2%	-1	-2	-9%	x	x	8%	0%
23) NC(=O)NC(Cc1ccccc1)C(=O)O (stereo not given)
 : 1.4%	1.1	-2%	-0.8%	-17	14	-1%	i	0.7	2%	2%
24) CCC(=O)Nc1ccc(S(=O)(=O)Nc2cccc(C)c2)cc1OC
 : 2.6%	1.1	5%	1.0%	-12	-6	6%	i	0.3	-4%	4%
25) O=C(Nc1ccc(NC(=O)c2ccc(Cl)c(S(=O)(=O)N3CCOCC3)c2)cc1)c1ccccc1
 : x	x	x	1.0%	x	x	x	u	x	-2%	-2%
26) CN1CCN(NC(=S)Nc2ccc(OC(F)F)cc2)CC1
 : -9.4%	1	-11%	3.2%	3	12	-15%	i	0.5	-5%	1%
27) Cc1ccc(C(=O)Nc2ccn(Cc3ccc(F)cc3)n2)o1
 : -2.6%	1.1	7%	1.4%	-9	-1	8%	i	0.4	-7%	6%
28) COc1ccc(Cn2c(SCc3ccc(C)cc3)nc3cc(OC)c(OC)cc3c2=N)cc1Cl
 : -18%	1	2%	-3.6%	96	98	9%	x	x	2%	-3%
29) O=S(=O)(Nc1ccc2oc(-c3ccccc3)nc2c1)c1ccccc1
 : -3.5%	1	16%	u	1	-1	13%	i	6.2	-10%	3%
30) Cc1ccc(NC(=O)C2CCN(C(=O)c3ccco3)CC2)cc1
 : x	x	x	2.0%	x	x	x	i	1.2	7%	4%

Quoted at random: four records from the list
Fields: XIAP antagonists	TNAP activation fold	PMI inhibition	RSV antiviral HEp-2	WT yeast gro inh	WT yeast gro inh mutant strain	human PMI inhibition	Myeloid diff MLP	Myeloid diff MLP GFP+ MAC1+ %	Salmonella PhoP GFP	SIAH1 antagonists
6) O=C(O)/C=C/C(=O)NC1CCCCCCCCCCC1
 : x	x	x	0.9%	x	x	x	i	0.3	-10%	2%
23) NC(=O)NC(Cc1ccccc1)C(=O)O (stereo not given)
 : 1.4%	1.1	-2%	-0.8%	-17	14	-1%	i	0.7	2%	2%
19) COc1ccc(OC)c(S(=O)(=O)NCc2cc(-c3ccccc3)no2)c1
 : x	x	x	2.8%	x	x	x	i	4.2	-6%	-4%
20) CN1C(=O)/C(=C/c2cc3c(cc2Br)OCO3)NC1=S
 : -6.5%	0.9	18%	2.1%	5	-10	8%	i	0.1	8%	-2%

Next part:
Fields: XIAP antagonists	TNAP activation fold	PMI inhibition	RSV antiviral HEp-2	WT yeast gro inh	WT yeast gro inh mutant strain	human PMI inhibition	Myeloid diff MLP	Myeloid diff MLP GFP+ MAC1+ %	Salmonella PhoP GFP	SIAH1 antagonists
31) O=C(O)c1cccc2c1/C(=N/Nc1ccc([N+](=O)[O-])cc1[N+](=O)[O-])c1ccccc1-2
 : x	x	x	3.3%	x	x	x	i	0.2	13%	-4%
32) CCOC(=O)CNC(=O)CSc1ncnc2c1cnn2-c1ccc(OC)cc1
 : -5.5%	1.1	9%	1.4%	-11	-10	-3%	i	1.6	9%	-1%
33) O=c1ccc(-c2ccc(S(=O)(=O)Nc3cccc([N+](=O)[O-])c3)s2)n[nH]1
 : x	x	x	-3.1%	x	x	x	i	0.9	5%	-6%
34) CC(Cc1cnccn1)NC(=O)c1cc(COc2ccc(F)cc2F)on1 (stereo not given)
 : x	x	x	2.4%	x	x	x	i	1.3	6%	-2%
35) Nc1ccccc1SC1CC(=O)N(c2ccc(Cl)c(Cl)c2)C1=O (stereo not given)
 : x	x	x	u	x	x	x	i	0.5	-4%	2%
36) COc1ccc2nc(NC(=O)c3ccc(NC(=O)C4CCCO4)cc3)sc2c1 (stereo not given)
 : x	x	x	2.5%	x	x	x	i	1.1	-4%	3%
37) CN1CCN(C(=O)c2cc(C(C)(C)C)cc(C(C)(C)C)c2)CC1
 : -1.6%	1.1	-1%	-2.5%	12	-19	-4%	i	0.2	x	4%
38) O=C(COC(=O)CCCOc1ccc(Cl)cc1Cl)Nc1cccc(Cl)c1
 : -3.4%	1.1	12%	1.2%	70*	-8.9*	11%	i	0.5	-17%	5%
39) Cc1ccc(C(=O)NNC(=S)NC(=O)c2ccc(Cl)cc2)cc1
 : -0.9%	1.1	-7%	0.2%	26	29	-9%	i	8.5	0%	-4%
40) NNC(=O)c1sccc1OCc1ccc(Cl)cc1
 : -4.4%	1.1	8%	-0.4%	10	10	3%	i	0.3	-8%	-1%
41) O=C(c1ccc(Cl)cc1Cl)N1CCN(c2ccccn2)CC1
 : x	x	x	4.2%	x	x	x	i	0.2	0%	-3%
42) CCN(CC)S(=O)(=O)c1cc(C(=O)Nc2cc(C)[nH]n2)ccc1Cl
 : x	x	x	1.7%	x	x	x	i	0.7	-1%	-3%
43) COc1ccc(/C(C)=N/NC(=O)CNC(=O)/C=C\c2ccccc2OC)c(OC)c1
 : x	x	x	2.5%	x	x	x	i	2.9	-9%	1%
44) COc1ccc(OC)c(S(=O)(=O)N/N=C\c2c[nH]c3ccccc23)c1
 : x	x	x	2.7%	x	x	x	i	1.6	5%	-2%
45) Cc1nccc(-c2cccc(NC(=O)c3ccccc3Cl)c2)n1
 : x	x	x	2.6%	x	x	x	i	1.2	-8%	-5%
46) Cc1sc(NC(=O)CSc2nc(N)cc(N)n2)c(C#N)c1C
 : x	x	x	22%	x	x	x	i	0.4	-4%	12%
47) CCc1nc(SCC(=O)Nc2ccccc2OC)c2c(C)c(C)sc2n1
 : x	x	x	39%	x	x	x	u	x	2%	-1%
48) CCOC(=O)N1CCN(C2OC(=O)c3ccccc32)CC1 (stereo not given)
 : -1.6%	1.1	14%	1.6%	13	1	8%	i	1.1	6%	2%
49) COc1ccc(CCC(C)Nc2ccc(F)c(F)c2)cc1 (stereo not given)
 : -7.6%	0.9	-2%	1.3%	43	15	-1%	i	0.2	-8%	2%
50) COc1ccc2[nH]c(=O)c(CN(CC3CCCO3)S(=O)(=O)c3ccccc3)cc2c1 (stereo not given)
 : 3.1%	1.1	5%	0.5%	5	7	6%	i	0.2	0%	0%
51) S=C(Nc1ccc2cn[nH]c2c1)Nc1ccc(Cl)cc1Cl
 : -5.9%	1.1	x	11%	-16	-4	56%*	i	0.5	-4%	-3%
